LEDGF integ inh: blocks HIV-1 LEDGF/p75-dependent DNA integration. inhibition, % at 3.7 µM. TR-FRET IN-LEDGF/p75 DNA integration, Eu/Cy5. 370,000 compounds, 0.64% hits;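 active = inhibition above the screen-wide mean plus 3 SD, cut at about 13% in these data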;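 note: signal is the Cy5 over europium emission ratio at 671 and 618 nm; 0% = plate median of compound wells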
proKLK7 act: activates the human kallikrein-7 zymogen; activation, % at 7 µM; P49862; purified proKLK7, EDANS-DABCYL substrate fluorescence; 100% is mature enzyme control, 0% vehicle; 370,000 compounds, 0.9% hits;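 active = activation above the mean of all tested compounds plus 3 SD, computed per campaign excluding outliers beyond control limits, cut at about 13% in these data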
ADAM17 inh: inhibitors of human ADAM17. AID 720648. recombinant ADAM17, EDANS/DABCYL FRET peptide cleavage. 370,000 compounds, 0.83% hits. inhibition, % at 6.95 µM. P78536;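 active = inhibition above the mean of compounds lying between control limits plus 3 SD, set per campaign, cut at about 8.5% in these data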;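 note: 0% = DMSO-only wells as the low control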
PLCg1 inh: blocks human PLC-gamma1 enzyme activity. P19174. purified PLC-gamma1, fluorogenic substrate, fluorescence. inhibition, % at 12.2 µM. 370,000 compounds, 0.84% hits. AID 720700; in the data active = inhibition above about 9.5%
DDE Tn6 FP inh: inhibitors of Tn6 peptide binding to human fibrin DD(E). Fibrin DD(E) TRITC-Tn6 fluorescence polarization displacement. inhibition, % at 8.3 µM. 370,000 compounds, 0.21% hits. AID 720509;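 active = inhibition above a per-campaign cutoff: mean of compounds within control limits plus 3 SD, cut at about 15% in these data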;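 note: 0% = median of all compound wells on the plate and 100% = blocking peptide control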
Target sequence (P02675 whole entry, looked up): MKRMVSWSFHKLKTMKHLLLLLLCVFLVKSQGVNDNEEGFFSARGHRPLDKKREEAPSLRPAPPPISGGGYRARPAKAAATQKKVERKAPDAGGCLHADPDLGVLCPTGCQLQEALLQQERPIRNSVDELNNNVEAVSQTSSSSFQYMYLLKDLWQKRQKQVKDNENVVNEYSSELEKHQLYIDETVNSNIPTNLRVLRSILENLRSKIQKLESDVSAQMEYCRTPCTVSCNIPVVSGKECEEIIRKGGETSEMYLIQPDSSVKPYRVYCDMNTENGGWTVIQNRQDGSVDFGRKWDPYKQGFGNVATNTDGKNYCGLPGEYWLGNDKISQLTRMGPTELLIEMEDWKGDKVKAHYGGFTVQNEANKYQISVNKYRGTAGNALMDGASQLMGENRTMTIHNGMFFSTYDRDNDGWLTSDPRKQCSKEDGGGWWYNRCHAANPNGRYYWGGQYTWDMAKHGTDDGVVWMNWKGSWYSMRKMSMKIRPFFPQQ
ASAP1 GAP inh: blocks human ASAP1-stimulated Arf1 GTP hydrolysis; Q9ULH1; GDP FP detection; 360,000 compounds, 0.19% hits; inhibition, % at 16.5 µM; in the data active = inhibition above about 25%;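 note: 0% = vehicle with enzyme and substrate and 100% = no enzyme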
Tn7 DDE FP: DD(E)-Tn7 binding inhibition, primary FP screen; P02675; FP displacement of FITC-Tn7 peptide from fibrin DD(E); 0% = median of compound wells per plate; inhibition, % at 8.3 µM; 370,000 compounds, 0.13% hits; AID 720508;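 active = inhibition above the mean of compounds falling within the control limits plus 3 SD of them, cut at about 14% in these data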;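 note: 0% = plate median of compound wells and 100% = 10 µM Aha-Tn7 peptide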
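Assay system: Human fibrin DD(E) protein | Medium: Tris buffer with calcium and detergent, pH 7.8 | Reagent: 0.1 µM fluorescent Tn7 | Compound dosing: Single point at 8.3 µM | Times: 10 min preincubation, 3 h with tracer, room temperature | Detection: Fluorescence polarization of the labelled Tn7 tracer | Controls: Aha-Tn7 high control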
TDP2 absorb: blocks human TDP2 phosphodiesterase activity; inhibition, % at 12.8 µM; 370,000 compounds, 0.34% hits; recombinant TDP2, T5PNP hydrolysis, p-nitrophenol absorbance 415 nm;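 active = inhibition above the mean of all tested compounds plus 3 SD, set per campaign, cut at about 25% in these data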;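 note: 0% = DMSO with enzyme and 100% = buffer with substrate but no TDP2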
Target sequence (O95551 whole entry, looked up): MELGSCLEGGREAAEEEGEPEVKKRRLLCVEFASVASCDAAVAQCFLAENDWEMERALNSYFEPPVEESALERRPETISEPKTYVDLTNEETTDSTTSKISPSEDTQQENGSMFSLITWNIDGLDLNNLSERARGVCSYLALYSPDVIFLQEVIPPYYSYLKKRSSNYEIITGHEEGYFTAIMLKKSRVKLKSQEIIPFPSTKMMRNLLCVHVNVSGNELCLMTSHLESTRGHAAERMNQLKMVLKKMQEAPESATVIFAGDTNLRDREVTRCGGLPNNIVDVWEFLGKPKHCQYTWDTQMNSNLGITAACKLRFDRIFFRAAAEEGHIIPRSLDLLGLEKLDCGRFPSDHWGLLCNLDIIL
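System – recombinant human TDP2 · Amount – 120 nM TDP2 per well · Buffer or medium – Mg2+-containing Tris-HCl buffer, pH 7.5 · Reagent – T5PNP substrate, 5 mM · Dosing – 12.8 µM single point, 1% DMSO · Incubation – 2 h at 37 °C · Measured by – epi absorbance · Read-out basis – percent inhibition · Benchmarks – high control without enzyme, low control DMSO plus TDP2 · Repeats – singlicate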
ARFGAP1 inh: rat ARFGAP1 inhibition; 360,000 compounds, 0.26% hits; Q62848; Arfgap1-stimulated ARF1 GTP hydrolysis, GDP FP detection; inhibition, % at 16.5 µM;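 active = inhibition above a per-plate limit, mean inhibition of low control wells plus 3 SD, cut at about 25% in these data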;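 note: 0% = DMSO wells with enzyme and 100% = wells lacking Arfgap1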
Target sequence (Q62848 1-136 limits assumed): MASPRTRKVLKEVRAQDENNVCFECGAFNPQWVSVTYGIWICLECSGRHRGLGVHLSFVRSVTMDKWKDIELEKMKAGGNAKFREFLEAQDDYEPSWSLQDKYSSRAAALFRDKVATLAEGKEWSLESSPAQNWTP
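Assay system: purified rat His6-Arfgap1 residues 1-136 (GAP domain); Reagent: human Δ17 ARF1 bound to GTP; Dosing: 16.5 µM single point, 1.26% DMSO; Times: GTP hydrolysis reaction 2 h at 25 °C; Signal: FP, GDP Alexa 633 tracer displaced from anti-GDP antibody, 620/688 nm; Measure: % inhibition from polarization.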
ADAM10 inh: ADAM10 inhibition, QFRET primary screen. inhibition, % at 7 µM. 370,000 compounds, 0.62% hits. recombinant ADAM10, EDANS/DABCYL FRET peptide cleavage, 3 h. AID 720582. O14672;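 active = inhibition above a per-campaign cutoff equal to the mean of compounds falling between control-based bounds plus 3 SD, cut at about 20% in these data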;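 note: 0% = DMSO wells while the 100% control is not disclosed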
Active calls of the source: *; . = no result given.

SMILES	LEDGF integ inh	proKLK7 act	ADAM17 inh	PLCg1 inh	DDE Tn6 FP inh	ASAP1 GAP inh	Tn7 DDE FP	TDP2 absorb	ARFGAP1 inh	ADAM10 inh
CC(C)C(NC(=O)COc1ccccc1)C(=O)O (configuration not stated)	-2.1	1.1	-4.1	-1.4	-4.3	8.7	-5.4	6.9	-3.8	-0.1
Cc1ccc(S(=O)(=O)N/N=C/c2ccc(OS(=O)(=O)c3ccc(C)c([N+](=O)[O-])c3)cc2)cc1	0.2	-0.3	11.7*	7.5	0.4	9.4	-1.4	-5.2	10.1	25.6*
CC(=O)c1ccc(NC(=O)CSc2nc(=O)cc(N)n2-c2ccccc2)cc1	5.0	0.2	-0.3	5.2	6.0	-12.3	0.9	-8.9	9.8	6.2
COc1ccc2cc(CN(Cc3cccnc3)S(=O)(=O)c3ccccc3)c(=O)[nH]c2c1	4.3	0.3	-27.8	-7.7	-4.0	-4.9	-0.8	4.8	1.8	-78.2
Cc1nc(N2CCCCC2)c2c(C)c(C(=O)Nc3cccc(C(F)(F)F)c3)sc2n1	-2.4	0.3	0.6	3.8	-5.8	10.0	4.3	-4.0	9.4	-1.4
COc1ccc(-c2cc(C(=O)N3CCCCCC3)c3ccccc3n2)c(OC)c1	7.9	-2.2	-55.2	-348.1	-5.2	16.4	-9.7	9.1	21.6	-186.5
CCN(CC)S(=O)(=O)c1ccc(N2CCCCC2)c(NC(=O)/C=C/c2cc(OC)c(OC)c(OC)c2)c1	-9.1	-3.5	0.0	-11.5	-10.5	6.9	-3.4	-22.8	6.5	0.6
NS(=O)(=O)c1ccc(NCc2cnc3ccccc3n2)cc1	3.7	0.0	-3.6	-3.0	-3.9	6.2	2.6	4.5	-2.1	-10.7
Cc1nc2c(Br)cc(Br)cc2c(=O)n1-c1ccccc1NC1OCC(O)C(O)C1O (configuration not stated)	-3.1	-0.2	-4.2	1.6	-2.7	-0.2	-0.3	-0.1	2.0	-12.8
COCCCNC(=S)NCCNc1nc2c(C)c(C)ccc2cc1C#N	-0.4	-1.2	-20.8	-21.9	3.5	9.0	-3.2	10.5	-2.7	-66.7
CC(C)N1CC2(CC(c3ccccc3F)=NO2)CN1C(=O)c1ccc(C(C)(C)C)cc1 (configuration not stated)	0.3	-0.5	5.4	5.5	-1.3	3.9	-1.7	-10.8	-15.2	-4.3
O=C(COc1ccc(Br)cc1F)N1CCN(c2ncccn2)CC1	3.6	0.4	-2.4	-2.1	-0.2	-1.6	-1.8	14.3	-16.1	-4.5
COc1ccc(C(=O)N2CCCC(CNC(=O)c3ccc(F)cc3)C2)cc1OC (configuration not stated)	0.4	0.2	0.8	-1.1	7.5	-11.4	0.8	0.9	-3.3	-6.2
CCc1nc2ccc(C(=O)NCc3ccccc3OC)cn2c1N(CC)Cc1cccc(Br)c1	-2.7	-1.8	4.1	-19.6	3.5	12.4	3.8	-3.5	4.4	4.3
COc1ccccc1N1CCN(C(CNC(=O)c2ccco2)c2cccnc2)CC1 (configuration not stated)	1.3	0.4	-4.7	-2.8	-5.7	4.4	6.2	-0.6	4.0	-6.2
CC(=O)Nc1ccc(NS(=O)(=O)C(F)(F)F)cc1	9.1	-0.1	5.3	9.0	-4.1	-2.4	-0.7	-20.9	1.1	5.0
O=C(CSc1ncccn1)NC1CCS(=O)(=O)C1 (configuration not stated)	-1.2	0.7	-4.2	1.3	-9.0	-8.1	-0.3	-1.9	8.9	-13.0
Cc1ccc(NC(=O)c2ccc3[nH]c(=O)c(=O)[nH]c3c2)nc1	-0.9	-4.3	-7.5	-17.7	3.5	-10.8	2.1	1.1	15.6	-17.2
COC(=O)c1ccc(CSc2ccc(S(=O)(=O)N3CCCCC3)cn2)cc1	-2.5	-0.6	-3.5	2.9	-8.7	-7.1	-1.7	10.0	-2.3	-7.4
CN(c1ccc(C(=O)NC2CC3CCC2C3)cc1)S(C)(=O)=O (configuration not stated)	-2.4	0.4	-2.6	-0.7	0.8	15.1	-2.4	0.8	0.7	1.9

Compounds listed so far containing two or more sulfur atoms:
SMILES	LEDGF integ inh	proKLK7 act	ADAM17 inh	PLCg1 inh	DDE Tn6 FP inh	ASAP1 GAP inh	Tn7 DDE FP	TDP2 absorb	ARFGAP1 inh	ADAM10 inh
Cc1ccc(S(=O)(=O)N/N=C/c2ccc(OS(=O)(=O)c3ccc(C)c([N+](=O)[O-])c3)cc2)cc1	0.2	-0.3	11.7*	7.5	0.4	9.4	-1.4	-5.2	10.1	25.6*
O=C(CSc1ncccn1)NC1CCS(=O)(=O)C1 (configuration not stated)	-1.2	0.7	-4.2	1.3	-9.0	-8.1	-0.3	-1.9	8.9	-13.0
COC(=O)c1ccc(CSc2ccc(S(=O)(=O)N3CCCCC3)cn2)cc1	-2.5	-0.6	-3.5	2.9	-8.7	-7.1	-1.7	10.0	-2.3	-7.4

Carrying on.
SMILES	LEDGF integ inh	proKLK7 act	ADAM17 inh	PLCg1 inh	DDE Tn6 FP inh	ASAP1 GAP inh	Tn7 DDE FP	TDP2 absorb	ARFGAP1 inh	ADAM10 inh
Cc1cccc2cc(CN(C(=S)NCC(C)C)C3CCCC3)c(=O)[nH]c12	-1.3	-0.2	-0.1	0.2	-3.1	11.4	1.2	-5.1	6.1	-10.4
CC1Cn2c(COc3ccccc3)nnc2S1 (configuration not stated)	1.2	-0.4	-2.4	0.6	-7.8	5.1	-2.5	10.3	10.9	0.3
Cc1nn(C)c(Cl)c1CN1CCCC(CCC(=O)NCc2ccccc2F)C1 (configuration not stated)	-7.5	0.3	-1.1	-0.5	12.2	-19.6	2.1	2.9	3.2	-15.1
C[C@H]1[C@@H](N(C)Cc2ccccc2)CC[C@@]23CCCN2C(=O)CCC[C@@H]13	0.9	.	-3.0	-0.2	-3.5	.	-1.1	-3.9	.	-4.9
Cc1ccc(/C(N)=N/OC(=O)CCC2CCCC2)cc1	-1.7	-0.2	2.4	0.0	-2.6	9.9	0.6	-3.2	4.7	-4.4
COc1cc(NC(=O)[C@@H](Cc2ccccc2)NC(=O)[C@H]2O[C@@H](n3ccc(N)nc3=O)[C@H](O)[C@@H]2O)cc(OC)c1OC	-5.1	1.1	0.7	6.5	5.4	4.2	-2.6	-5.8	-1.3	-11.1
CCOc1c(CNCc2ccc(C(=O)O)cc2)cccc1OC	0.3	-0.6	0.3	5.8	-6.8	-13.5	-6.5	-9.2	10.5	0.8
Cc1ccnc(NC(=O)CN(C)S(=O)(=O)c2cccc3nsnc23)c1	-2.6	-0.3	-2.4	1.4	5.8	7.0	-0.5	-7.6	6.8	-9.5
Cc1cc(Br)ccc1NC(=O)CCSc1ccccc1	-1.6	-0.8	-2.2	-1.8	3.7	5.0	-3.8	6.5	-16.6	1.7
CCC(C)c1ccccc1NC(=O)c1[nH]c(C)c(C(C)=O)c1C (configuration not stated)	-4.2	-0.2	-3.5	1.2	-1.5	-7.3	0.9	-5.5	-1.7	-4.2
COc1ccc(NN=Nc2ccc([N+](=O)[O-])cc2)cc1	1.0	0.7	0.5	2.7	-6.2	10.8	-9.0	3.2	1.9	-1.4
COc1cccc(CC(=O)Nc2ccc3c(c2)OC2(CCCC2)O3)c1	-0.1	0.1	-2.2	3.2	-7.9	8.8	-0.3	-4.6	3.6	6.9
O=C(NC(=O)c1cccc(F)c1)OC[C@@H]1CCCN2CCCC[C@H]12	-1.1	-0.3	-2.9	0.4	6.0	-1.8	8.7	-8.5	-0.7	-12.7
CC(=O)C1=C(O)C(=O)N(c2ccc(Br)cc2)C1c1ccc(Br)cc1 (configuration not stated)	1.6	-0.2	-5.5	-22.0	-0.9	-3.7	-2.8	-5.0	-7.8	-8.3
c1ccc(CN(Cc2ccccc2)c2ncnc3c2nnn3Cc2ccccc2)cc1	-2.4	0.6	-1.9	1.0	-2.4	-9.1	4.4	11.0	7.5	-7.4
COc1ccc(NC2=NC(C)(CO)CS2)cc1 (configuration not stated)	0.5	0.4	-4.8	3.5	2.8	20.2	1.4	0.3	13.3	-1.5
CC(=O)c1cccc(NC(=O)CCN2C(=O)C3CC=CCC3C2=O)c1 (configuration not stated)	-0.3	0.5	-0.3	4.7	-3.8	-10.6	4.7	-0.5	7.1	-11.7
CCc1ccccc1NC(=O)N[C@@H](C)C(=O)OC	-0.4	0.4	0.5	1.8	0.5	6.2	-8.5	-8.2	9.4	9.6
CCOCCCN1C(=O)CN(C2CCC(C)CC2)C(=O)C1c1ccc(C)cc1 (configuration not stated)	-5.8	0.3	-7.8	5.0	-8.6	-15.5	6.1	-22.9	6.8	-8.9
CCn1c(CNC(=O)c2ccc(OC)cc2)nnc1SC	-4.2	0.7	-1.6	-1.5	8.4	-3.3	-8.2	-3.9	6.4	-14.5
C[C@@H]1CN(C2CCN(Cc3nc(CC4CC4)no3)CC2)C[C@H](C)O1	-1.1	0.6	2.1	-0.8	-5.2	7.7	-5.7	4.3	-3.2	-6.8
CCN(CCO)Cc1csc2ccc(Br)cc12	1.8	-0.6	1.3	1.5	2.4	4.8	0.8	-1.6	2.0	5.6
Cc1ccc(C(=O)C(C)OC(=O)c2n[nH]c(=O)c3ccccc23)cc1 (configuration not stated)	-1.6	0.4	-3.0	0.4	0.1	-13.7	6.8	-4.8	-6.8	3.0
COc1ccc(CC2(CO)CCN(Cc3ccc4c(c3)CCO4)CC2)cc1	-3.0	-0.5	-1.1	-0.1	7.3	5.3	-4.9	4.7	7.4	-4.0
COc1cccc(C(=O)OCC(=O)c2[nH]c(C)c(C(C)=O)c2C)c1	-2.3	-0.4	-3.2	3.3	-0.7	-3.2	0.3	2.7	-12.9	-2.7
COc1ccccc1Nc1ccc(NC(=O)c2cccc([N+](=O)[O-])c2C)cc1	-5.3	-0.1	8.1	0.9	-10.0	0.0	-1.8	2.4	18.3	34.8*
CC1CCN(C(C(=O)Nc2ccc(C(C)C)cc2)c2ccc3c(c2)OCO3)CC1 (configuration not stated)	5.5	0.3	2.2	6.8	10.6	1.5	4.1	-4.0	-8.6	3.9
COc1ccc(OCC(O)Cn2c(Nc3ccccc3)nc3c2c(=O)n(C)c(=O)n3C)cc1 (configuration not stated)	0.5	-0.8	3.0	4.4	-12.5	2.0	-0.3	-12.0	0.5	-1.9
CC1CC(C)(C)CC2(C1)NC(=O)N(CC(=O)N1CCN(S(=O)(=O)c3cccc(Cl)c3Cl)CC1)C2=O (configuration not stated)	-1.5	-0.3	-3.4	-0.3	-4.0	-6.9	11.4	2.6	-1.3	-11.5
COc1ccc(CCNC(=O)CCc2nnc(Cc3ccc4c(c3)OCO4)o2)cc1	1.2	-0.2	-2.6	3.4	-9.3	4.8	-2.5	-2.4	11.1	-4.6

Screening data (PubChem)
